Compound activity from PubChem BioAssay.
MITF TRPM1 inh: inhibitors of MITF-dependent TRPM1 promoter reporter, primary screen, cell-based, SK-MEL-5, single point, luciferase. AID 488899, 2010. SK-MEL-5 TRPM1 promoter luciferase, 24 h. inhibition, % at 12.5 µM. 330,000 compounds, 0.83% hits;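 active = mean inhibition across replicates of 60% or more, whatever share of single replicates reaches that level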; also: values of inactives mirror those of a sister screen read the other way
NR2E3 ag-1: inhibitors of NR2E3-RetCOR corepressor binding, primary screen, NR2E3 agonist project, biochemical, TR-FRET, GST-NR2E3, biotin-RetCOR | AID 2300, 2010 | inhibition of corepressor binding, % at 4.78 µM | 1536-well | Photoreceptor-specific nuclear receptor (Homo sapiens), Q9Y5X4 | 320,000 compounds, 0.12% hits;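 active = percent inhibition above the cutoff of mean plus 3 SD of all tested compounds, set per screening campaign, cut at about 20% in these data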;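 also: 0% = DMSO wells and 100% = biotin wells as full block of FRET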
Target sequence (Q9Y5X4 whole entry, looked up): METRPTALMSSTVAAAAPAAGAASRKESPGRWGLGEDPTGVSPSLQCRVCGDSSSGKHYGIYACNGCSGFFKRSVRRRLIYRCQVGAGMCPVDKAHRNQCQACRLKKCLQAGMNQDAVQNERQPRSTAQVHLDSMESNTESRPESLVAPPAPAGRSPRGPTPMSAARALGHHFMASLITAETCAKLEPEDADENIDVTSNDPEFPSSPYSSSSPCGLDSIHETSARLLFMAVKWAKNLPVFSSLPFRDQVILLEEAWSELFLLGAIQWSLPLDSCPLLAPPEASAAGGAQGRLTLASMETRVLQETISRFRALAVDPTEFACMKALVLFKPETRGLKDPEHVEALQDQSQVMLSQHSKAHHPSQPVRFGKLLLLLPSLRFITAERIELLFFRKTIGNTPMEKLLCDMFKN
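Material: NR2E3–RetCOR corepressor complex / Amount: 1.35 nM GST-NR2E3 / Medium: Tris pH 7.5 / Compound: single nominal compound dose of 4.8 µM / Incubation: 5 h at 4 °C / Technique: TR-FRET, Eu(K)-anti-GST donor, streptavidin-D2 acceptor, ex 340, em 617/671 nm / Read-out basis: percent loss of FRET ratio relative to control wells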
TRAIL sens C8: viability loss with TRAIL in NB7+C8 cells, primary screen, TRAIL sensitizer project, cell-based, ATPlite luminescence. 360,000 compounds, 1% hits. AID 624354, 2012. inhibition (viability loss, TRAIL sensitization), % at 10 µM;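 active = compounds causing at least 50% loss of cell viability in the single-dose screen, relative to plate controls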
KKLEB tox: cytotoxicity in KKLEB CF airway cells, primary screen, cytotoxicity control for CF NF-kB inhibitor project, cell-based, uHTS, fluorescence assay plates; KKLEB CF airway cells viability, ATPlite luminescence, overnight; stronger effect = lower value; cells stimulated with P. aeruginosa culture filtrate; activity change (cytotoxicity), % at 5 µM; 360,000 compounds, 0.36% hits; AID 602141, 2011;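 active = corrected activity change at or below -50% at 5 µM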
LMP1 NFkB inh: EBV LMP1-driven NF-kappaB luciferase reporter inhibitors, primary screen, cell-based, luminescence, single point | LMP1-induced NF-kappaB luciferase reporter cells | 350,000 compounds, 0.69% hits | inhibition, % at 12.5 µM | AID 504558, 2011; in the data active = inhibition above about 41%;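 also: 0% = neutral control wells and 100% = reference inhibitor control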
Peg3 promoter: Peg3 promoter-driven luciferase inhibitors, primary screen, cell-based, HeLa, luciferase luminescence. HeLa PEG-Prom luciferase reporter, overnight. inhibition, % at 20 µM. 360,000 compounds, 1.7% hits. AID 588405, 2011;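 active = inhibition of at least 50% at 20 µM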
Shn3 inh set2: reduction of Shn3 3'UTR firefly luciferase signal, primary screen, Schnurri-3 inhibitor project, cell-based, Clone20 osteoblasts, set 2. AID 588674, 2011. 360,000 compounds, 0.52% hits. inhibition, % at 12.5 µM. Clone20 osteoblast Shn3 3'UTR firefly luciferase, 24 h;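 active = mean inhibition of at least 75% with every replicate also reaching 75%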;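 also: 0% = median of neutral control wells and 100% = pilot-screen positive control compound; some compounds past the cut are filed as inactive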
HIF-2a inh: HIF-2a reporter inhibitors, primary screen, luminescence, 786-0 RCC cells; inhibition, % at 18.8 µM; 360,000 compounds, 0.72% hits; 786-0 RCC cells HIF-2a reporter, luciferase luminescence, overnight;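 active = inhibition of the luminescence signal of 40% or more relative to plate controls, in a single-dose primary screen at 18.75 µM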
hiPSC survival: enhancers of single-cell hiPSC survival, primary screen, ATPlite luminescence; 100% = ROCK inhibitor wells, 0% = DMSO; survival enhancement, % at 20 µM; 360,000 compounds, 0.044% hits; in the data active = survival enhancement above about 18%;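 also: cells exposed to compounds for 16 hours before the ATP read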
NR2E3 ag-2: NR2E3 agonists in two-hybrid cells, primary screen, cell-based, luminescence, CHO-S, Gal4-NCOR/VP16-NR2E3; luciferase; inhibition of corepressor binding, % at 3.98 µM; 360,000 compounds, 0.35% hits; AID 602229, 2012;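 active = inhibition above the mean of all tested compounds plus 3 SD, cut at about 70% in these data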;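 also: 0% = DMSO with NR2E3 transfected cells and 100% = cells lacking NR2E3 construct; higher means lower luciferase signal from less NR2E3 corepressor binding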
CF NFkB block: inhibitors of PAF-induced NF-kB signaling, primary screen, cell-based, GFP fluorescence, uHTS; inhibition, % at 5 µM; KKLEB NF-kB-GFP reporter, GFP fluorescence overnight; 360,000 compounds, 0.86% hits;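 active = at least 50% inhibition at 5 µM, scaled per plate between neutral and stimulator controls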;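 also: PAF is a Pseudomonas aeruginosa culture filtrate used as stimulus; plate controls were PAF-stimulated DMSO wells for no effect and unstimulated DMSO wells for full effect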
* hit, by the source's call; · = not tested or not shown. These rows are one share of the data, so the mix of outcomes need not match the whole.

Molecule	MITF TRPM1 inh	NR2E3 ag-1	TRAIL sens C8	KKLEB tox	LMP1 NFkB inh	Peg3 promoter	Shn3 inh set2	HIF-2a inh	hiPSC survival	NR2E3 ag-2	CF NFkB block
O=C(CN1C(=O)c2ccccc2S1(=O)=O)Nc1ncc([N+](=O)[O-])s1	-3.9	·	-6.9	2.1	-0.9	3.5	-3.1	3.2	0.4	-6.8	32.3
Cc1ccc(S(=O)(=O)c2cc3ccccc3nc2N)cc1	-3.7	-0.4	2.9	-15.4	2.4	31.0	-5.9	1.9	2.8	-20.4	-14.7
COc1ccc(C(=O)NC(=S)Nc2ccc(CN3CCOCC3)cc2)cc1Br	-10.8	-4.4	25.4	-3.6	6.1	-5.6	26.8	-22.2	-0.1	-25.3	13.5
O=C(Cn1cc(C(F)(F)F)cc(Cl)c1=O)Nc1ccc(N2CCOCC2)cc1	1.7	1.3	-6.2	11.0	2.6	11.0	14.5	20.0	0.2	8.8	-5.1
CN(Cc1c(C(=O)N/N=C/c2cc(F)ccc2F)nnn1-c1nonc1N)C1CCCCC1	-8.5	0.8	-7.0	-2.6	-7.6	4.3	17.4	10.6	0.4	19.2	1.2
N#C/C(=C(/O)CCl)c1nc(-c2ccccc2)cs1	-3.2	1.0	4.1	-17.6	-12.1	-59.2	-55.2	-191.4	0.4	-37.0	-4.2
O=C(N/N=C/C(Cl)=C/c1ccccc1)c1ccccc1F	-68.5	0.3	3.3	-2.4	-22.1	-340.2	-90.5	-311.8	-0.4	-91.7	-4.3
CC(C)CNS(=O)(=O)c1cc(C(=O)OC2CCOC2=O)c(Cl)cc1Cl (configuration not stated)	·	0.1	-3.4	1.9	1.8	11.3	-62.0	13.6	-0.5	-15.2	9.6
Cc1noc(C)c1COC(=O)c1cc(=O)[nH]c2ccccc12	33.9	1.0	3.0	-5.6	-2.3	4.9	-2.5	1.7	2.4	-11.0	4.8
Cc1ccc(S(=O)(=O)N2CCCCC2)cc1NC(=O)COC(=O)C1(C)CC1(Cl)Cl (configuration not stated)	14.2	-1.4	-5.0	-3.4	3.8	12.2	-0.8	10.9	0.8	-12.7	5.0
CN(CCc1cn[nH]c1)C(=O)CC1C(=O)NCCN1Cc1cccc(Oc2ccccc2)c1 (configuration not stated)	-5.0	0.9	-6.0	0.3	10.0	-5.0	-7.1	9.8	0.5	14.7	5.4
C=CCn1c(O)c(CN2CCCCC2)c(C)c(C#N)c1=O	-2.1	-3.7	-1.3	10.4	-6.3	0.9	-8.0	6.2	-0.6	7.6	-12.3
Cc1ccc(NC(=S)N2CCC(N(C)CC3CCCO3)CC2)cc1 (configuration not stated)	9.3	3.0	30.6	7.0	2.2	19.6	-13.4	8.2	-0.5	-2.2	-6.0
CCn1cc(Cl)c(C(=O)N2N=C(c3ccc4ccccc4c3)CC2c2ccccc2O)n1 (configuration not stated)	4.8	2.6	3.8	-5.2	0.3	28.1	-34.0	2.0	1.2	-6.5	15.4
CCOC(=O)c1ccccc1NC(=O)COC(=O)C1CCCC1	0.6	-2.8	-2.1	-12.2	3.7	6.5	8.5	14.9	-0.4	-28.0	-6.0
CC1(NC(=O)CSc2nnc(-c3ccco3)n2Cc2ccccc2)CCS(=O)(=O)C1 (configuration not stated)	2.9	4.7	9.5	16.3	-6.9	-7.1	7.4	7.7	0.3	11.8	25.2
Cc1cc(CNC(=O)c2cc(-c3ccccc3)nc3ccccc23)nn1C	4.1	-0.4	2.7	11.6	1.2	19.5	-15.7	-29.5	0.6	-5.9	-21.7
S=C(Nc1ccccc1)Nc1nc2ccccc2n1CCOc1ccc(Br)cc1	-4.3	1.8	-19.9	9.7	3.5	-7.9	-8.9	-18.4	-0.8	-15.5	-7.1
CCN1CCN(CCNC(=O)c2ccc3c(c2)N(Cc2ccc(F)cc2)C(=O)c2ccccc2S3=O)CC1 (configuration not stated)	-9.2	-1.8	2.6	-2.0	-5.9	38.0	-6.3	-0.2	-0.4	6.7	5.2
O=C(Nc1cccc(C(=O)O)c1)/C(=C\c1ccccc1)NC(=O)c1cccc2ccccc12	9.0	4.2	6.2	-5.1	-1.7	16.7	-2.2	7.1	-0.2	4.8	4.3
Cc1ccc(S(=O)(=O)N2CCN(C(=O)[C@H](Cc3ccccc3)NC(=O)c3ccco3)CC2)cc1	1.4	·	12.9	-18.9	-3.9	14.5	15.9	9.5	-0.4	-10.2	17.9
O=C(OCc1cn([C@H]2C[C@H](c3ccc(Cl)cc3)N(Cc3cccs3)C[C@@H]2O)nn1)c1ccccc1	·	·	-8.4	2.3	6.7	14.0	2.7	11.2	0.6	-5.1	-3.6
CCc1nnc2n1N=C(c1ccc([N+](=O)[O-])cc1)CS2	8.1	-5.3	-14.4	-3.4	-12.4	7.5	11.7	3.5	-0.5	0.4	-3.2
COc1ccccc1OCC(=O)OCc1cc(-c2ccco2)on1	2.7	1.5	-4.5	-15.2	-5.5	-6.2	-6.2	5.2	-0.4	-11.9	-9.9
O=C(NCCCCc1ccccc1)C1CC(c2cc(C(F)(F)F)cc(C(F)(F)F)c2)=NO1 (configuration not stated)	7.7	3.0	-5.3	0.1	-25.0	5.9	-0.4	10.6	-3.3	-10.8	3.0
Cc1ccc2[nH]c(C(=O)N/N=C/c3ccccc3C(=O)O)c(-c3ccccc3)c2c1	6.1	5.1	11.7	-1.8	5.3	2.2	-3.7	19.1	-0.4	-11.7	-9.5
Cc1cc(C(F)(F)F)n(-c2nc(C(=O)NN)cs2)n1	5.7	-0.5	-5.0	-6.9	7.6	-7.3	7.9	14.3	-0.2	3.4	-16.2
O=C(CN(c1ccc(F)cc1)S(=O)(=O)c1ccc2c(c1)OCCO2)NCC1CCCO1 (configuration not stated)	9.2	-4.6	5.1	-5.4	-2.6	16.9	0.8	-15.3	9.8	-8.1	13.2
O=C(Nc1nnc(-c2ccncc2)o1)c1cccc(N2C(=O)CCC2=O)c1	-9.4	2.9	-8.8	1.8	-10.2	-1.4	9.1	4.1	0.1	10.2	7.0
COC(=O)C1CN(C(=O)c2ccc(OC(F)F)cc2)c2ccccc2O1 (configuration not stated)	4.5	-2.3	-6.6	-5.4	0.5	0.9	-4.7	1.8	-0.5	-16.2	-1.4
CNc1ccc(-c2cc(OC)ccc2OC)cn1	·	·	-9.8	7.5	·	8.9	3.6	-8.9	8.6	-11.0	2.7
CC1CCc2c(sc(NC(=O)c3nc4ncccn4n3)c2C#N)C1 (configuration not stated)	-56.1	1.0	1.7	-1.4	-9.1	-220.1	-41.0	-104.9	-0.4	-39.0	-13.4
Cc1cc(NC(=O)CSc2nc3ccc(Cl)cc3[nH]2)no1	-8.1	-1.3	13.1	1.0	3.8	12.3	-48.7	-8.3	1.1	10.5	-15.4
CCc1nc(SCC(=O)Nc2ccc3c(c2)OCCO3)c2oc3ccccc3c2n1	-0.5	-0.6	21.2	-6.7	12.4	47.9	8.3	10.8	-0.5	-7.2	2.0
CCc1ccc2nc(N=C(N)N)nc(C)c2c1	-10.2	-3.2	4.2	3.8	3.5	16.4	16.2	-8.6	-0.2	-2.7	-1.9
CCCCCCCCCS(=O)(=O)Nc1cc(C)ccn1	-5.1	1.8	1.6	9.8	6.3	10.5	3.4	16.9	-0.9	-7.8	-10.0
Cc1cc(C)c(-n2c(O)c(C=NCCN3CCOCC3)c(=O)[nH]c2=O)c(C)c1	-4.6	4.1	4.7	8.4	-4.3	12.4	-20.8	5.0	1.8	-17.2	-0.1
Clc1cncc(Cl)c1NNc1c2ccccc2nc2ccccc12	0.3	0.8	6.1	1.3	2.2	23.4	2.5	1.2	-1.7	7.2	-11.1
CCCn1c2ccc(F)cc2c2nnc(SCCN3CCOCC3)nc21	1.3	·	5.9	-12.4	7.4	24.8	9.7	19.4	-0.3	-1.6	14.0
CCOC(=O)c1ccc(NC(=S)N(CCN2CCCCCC2)Cc2cccs2)cc1	-5.6	2.9	0.3	-11.5	-0.2	7.0	19.9	21.0	-0.2	-13.0	9.8
CCCNC(=O)c1cc(C2CCCCN2C(=O)c2cc(F)ccc2C)on1 (configuration not stated)	·	·	-2.5	2.2	·	1.8	-19.4	3.4	2.4	-7.8	-4.0
Cc1ccccc1NC(=O)c1c(C)nc(SCC(=O)OCc2ccccc2)c(C#N)c1-c1ccc(F)cc1	-9.1	-2.6	0.0	3.3	0.4	-3.6	2.4	13.2	1.7	4.3	6.8
C[C@H](CO)N1C[C@H](C)[C@@H](CN(C)S(=O)(=O)c2ccc(C#N)cc2)OCc2cn(nn2)CCCC1=O	·	·	-5.4	10.2	-4.3	-2.3	-0.2	9.7	2.8	-25.7	-3.8
O=C(Nc1nc(-c2ccccc2)cs1)c1cccc([N+](=O)[O-])c1C(=O)O	-5.5	6.7	-6.7	5.7	3.4	15.4	11.3	6.7	-1.7	-0.3	-4.6
COc1ccc(NCC(O)Cn2cnc3c2c(=O)n(C)c(=O)n3C)cc1 (configuration not stated)	-6.1	1.8	-1.8	-3.0	-1.5	10.4	4.4	9.4	-1.4	-7.7	15.2
O=C(Nc1ccc(-c2csnn2)cc1)C(Cl)(Cl)Cl	-18.1	1.4	2.7	-1.5	0.2	-79.2	-7.0	-40.6	0.1	-19.1	4.3
CCn1ccnc1CN(C)Cc1cn(-c2ccc(C)cc2)nc1-c1cccc(C)c1	-11.9	0.6	-8.1	-14.1	-6.4	9.2	27.7	-10.8	0.6	3.6	-3.2
CCCCN(C)C(=O)c1cn(-c2cccc(OC)c2)c(=O)c2ccccc12	3.4	-2.9	-8.5	4.9	5.4	15.7	19.0	6.0	0.1	-26.7	-11.3
CCCCN(CC)CCNC(=O)Cn1cnc2sc(C)c(S(=O)(=O)N3CCC(C)CC3)c2c1=O	3.4	0.0	-0.1	-1.5	-0.5	17.3	8.5	4.4	-0.3	-17.4	11.0
